# Ecoli WT expand: blocks growth of wild type E. coli BW25113. OD600 absorbance. actives 0.15% (n = 98,000). growth inhibition, % at 100 µM;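 active = growth inhibition above about 50% at one test dose, limit read from the data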;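 also: growth measured after 20 h incubation at 37 °C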
# PLK1 kinase inh: inhibitors of human PLK1 kinase | P53350 | recombinant PLK1 kinase, TR-FRET peptide phosphorylation | inhibition, % at 10 µM | actives 0.53% (n = 97,000);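 active = inhibition of 50% or more in the single-concentration screen; inactive = inhibition below 50%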;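 also: 0% = DMSO max control and 100% = H-89 dihydrochloride min control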
# Target sequence (P53350 whole entry, looked up): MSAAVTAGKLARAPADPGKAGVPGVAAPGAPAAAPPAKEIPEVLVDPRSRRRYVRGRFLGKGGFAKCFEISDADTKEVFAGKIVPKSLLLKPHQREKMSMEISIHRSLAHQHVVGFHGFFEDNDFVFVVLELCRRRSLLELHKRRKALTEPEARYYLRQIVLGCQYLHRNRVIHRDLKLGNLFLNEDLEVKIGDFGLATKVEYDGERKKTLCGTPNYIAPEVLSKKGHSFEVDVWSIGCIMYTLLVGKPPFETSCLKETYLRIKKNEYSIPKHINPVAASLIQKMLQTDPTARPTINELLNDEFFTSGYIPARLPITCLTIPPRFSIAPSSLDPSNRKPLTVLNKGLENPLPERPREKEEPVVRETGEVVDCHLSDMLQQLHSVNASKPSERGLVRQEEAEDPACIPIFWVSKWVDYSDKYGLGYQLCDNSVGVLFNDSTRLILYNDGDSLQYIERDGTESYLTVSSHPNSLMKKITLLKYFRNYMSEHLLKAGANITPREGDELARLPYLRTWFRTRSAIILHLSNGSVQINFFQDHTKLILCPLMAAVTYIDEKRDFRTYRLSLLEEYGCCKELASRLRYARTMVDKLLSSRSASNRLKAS
# VCAM1 TNFa inh: reduces TNF alpha induced VCAM1 expression in HUVEC; HUVEC TNFa-induced VCAM-1 immunofluorescence, high-content imaging; inhibition, % at 2 µM; actives 0.48% (n = 95,000); AID 802;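 active = inhibition above the batch mean plus 3 SD, with images confirmed as a hit by eye, cut at about 37% in these data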;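 also: 0% = TNF-stimulated DMSO wells and 100% = unstimulated control wells; not every result past the cut was called active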
# sEH inhibitor: inhibitors of human soluble epoxide hydrolase. actives 0.34% (n = 91,000). inhibition, % at 2 µM. recombinant human sEH enzymatic activity assay. P34913; in the data active = inhibition above about 80%; also: values of inactives mirror those of a sister screen read the other way; many of its hits are not listed in these tables
# DAT uptake mod: modulates human dopamine transporter uptake under cocaine | actives 1.3% (n = 110,000) | B-score at 10 µM | Q01959 | LLC-PK1 hDAT cells, [14C]-dopamine uptake with cocaine IC80; actives deviate in either direction | AID 449768;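 active = Z score or B-score, a plate-position-corrected score, falls beyond the plate's 99.7% confidence bounds, in either direction; inactive = both scores lie inside the 99.7% bounds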;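 also: scored against the spread of the other compound wells on the same plate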
# F-actin modifier: cytoskeleton assembly modification. inhibition, % at 2 µM. AID 836. HUVEC TNFa F-actin phalloidin imaging, high content. actives 0.18% (n = 91,000);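 active = inhibition above the batch mean plus 3 SD and confirmed as a hit by visual image inspection, cut at about 30% in these data, passing the limit was not always enough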; also: strong numbers were not always called active
# HUVEC tox TNFa: toxic to HUVEC cells under TNF alpha stimulation | HUVEC TNFalpha-stimulated, Hoechst cell count, imaging | cell count reduction, % at 2 µM | actives 0.17% (n = 93,000) | AID 848;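 active = cell count reduction exceeding the screen mean by over 5 SD, scaled to untreated wells per plate, cut at about 78% in these data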;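 also: cells counted after 24 h of TNF alpha exposure following the 1 h pretreatment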
# PLK1 PBD inh: inhibitors of human Plk1 polo box domain binding | P53350 | Plk1 PBD phosphopeptide binding, fluorescence polarization | inhibition, %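 (tested at about 20 µM)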 | actives 0.13% (n = 97,000); in the data active = inhibition above about 34%, passing the limit was not always enough
# IL1B cytotox: HUVEC cytotoxicity counter-screen, IL-1B stimulated; HUVEC cell count loss, Hoechst imaging; cell count reduction, % at 2 µM; actives 0.41% (n = 94,000);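 active = cell count reduction more than 3 SD above the screen-wide mean, cut at about 70% in these data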;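 also: normalized per plate to untreated control cells as the no-loss baseline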
# Starred values were filed as active, the others as inactive; · = not tested or not shown.
SMILES,Ecoli WT expand,PLK1 kinase inh,VCAM1 TNFa inh,sEH inhibitor,DAT uptake mod,F-actin modifier,HUVEC tox TNFa,PLK1 PBD inh,IL1B cytotox
C=CCn1c(C)cc(C(=O)CSc2nnc(NC(C)C)s2)c1C,-7,-13,6,11,0.64,7,30,-15,0
O=C1/C(=C/c2cccnc2)Oc2cc(OS(=O)(=O)c3ccc(Cl)cc3)ccc21,-6,-14,-1,-6,0.27,·,7,-10,-3
Cc1nc2c(C)cccc2cc1C(=O)N/N=C/c1ccc(N(C)C)cc1,0,-11,17,-2,1.4,-8,-2,-23,-10
O=C(O)C1C2C=CC(C2)C1C(=O)NCc1ccoc1 (stereo unspecified),4,-4,-8,-20,·,-24,-22,-8,-3
Cc1ccc(-c2nn(-c3ccccc3)cc2C2CC(c3cccs3)=NN2C(=O)CCCC(=O)O)cc1 (stereo unspecified),-11,-6,-30,-6,-0.11,-5,-22,-25,-5
C=CCOc1ccc2c(OC)c3ccoc3nc2c1OC,·,-9,21,4,0.6,-3,-17,18,-10
CCOC(=O)N1CCC(NC(=O)C(NC(=O)C2CCC(C)CC2)C(C)CC)CC1 (stereo unspecified),-1,-10,8,9,·,14,-18,-22,-10
O=C(NC1CCCCC1)N1CCCC(c2nc(-c3cccs3)no2)C1 (stereo unspecified),-10,-25,16,96*,0.83,1,10,21,-10
NC(=O)c1ccc(C(F)(F)F)n(Cc2cccc(Cl)c2)c1=O,4,75*,13,3,0.12,-2,-10,24,-124
Cc1ccc(NC(=O)CN(C)C(=O)CSc2nc3ccccc3o2)cc1,-8,-10,13,1,·,-8,-7,-3,-1
CC1CCN(CCn2c(=S)[nH]c3ncccc3c2=O)CC1,·,-6,5,6,·,-12,5,-7,-5
CCc1ccc(C2C(C#N)=C(N)C(C#N)(C#N)C3=CCC(C(C)(C)C)CC32)cc1 (stereo unspecified),·,-16,19,-8,0.14,-2,-8,-11,-21
CN(C)/C=C1/N=C(c2ccccc2)OC1=O,8,1,17,7,0.25,-24,-7,-16,-112
Cc1ccc(S(=O)(=O)N2CCCC2C(=O)NCCc2nc3ccccc3[nH]2)cc1 (stereo unspecified),·,-14,-5,-4,1.2,1,-16,-6,49
Cc1ccccc1Cn1cc(NC(=O)c2nc3ncccn3n2)cn1,-2,-36,15,12,0.0077,18,-21,1,-14
CC(C)(CCl)C(=O)Nc1ccc(Sc2ccc(F)cc2)cc1,-3,-11,-7,28,-1.5,9,-6,14,-6
Cc1cccc(OCC(O)Cn2c(-n3nc(C)cc3C)nc3c2c(=O)[nH]c(=O)n3C)c1 (stereo unspecified),-5,-3,1,·,0.2,42,-11,8,-12
CC(C)C(c1nnnn1C1CCCC1)N1CCc2ccccc21 (stereo unspecified),-2,-4,14,5,0.2,12,-10,-9,-19
COc1ccc(CCn2c(N3CCN(C)CC3)nc3c2c(=O)[nH]c(=O)n3C)cc1,-4,4,-4,14,0.74,14,-26,13,-27
COC(=O)c1ccccc1NC(=O)c1cnn2c(C(F)F)cc(C3CC3)nc12,-5,-13,-17,-25,-0.46,0,-8,-1,-91
O=C1COc2ccc(C(=O)NCc3ccco3)cc2N1,3,-5,3,9,0.074,-8,-27,9,-23
Cc1nc2c(=O)n(C)c(=O)[nH]c2n1Cc1ccccc1,3,-15,6,-4,-0.31,20,3,6,-4
COc1cccc(C(=O)OC2CCCN(C)C2)c1 (stereo unspecified),0,-12,-1,3,0.47,-4,-20,12,-9
O=C(Nc1ccccc1)c1ccccc1NC(=O)C1CCCCC1,3,-5,2,5,-0.25,12,1,-6,-30
CC(C)(C)c1cc(CN2CCCCC2)cc(C(C)(C)C)c1O,8,8,4,9,-0.96,·,-18,-1,0

# Retrieved by compound from the list above, two records:
SMILES,Ecoli WT expand,PLK1 kinase inh,VCAM1 TNFa inh,sEH inhibitor,DAT uptake mod,F-actin modifier,HUVEC tox TNFa,PLK1 PBD inh,IL1B cytotox
Cc1ccc(S(=O)(=O)N2CCCC2C(=O)NCCc2nc3ccccc3[nH]2)cc1 (stereo unspecified),·,-14,-5,-4,1.2,1,-16,-6,49
Cc1cccc(OCC(O)Cn2c(-n3nc(C)cc3C)nc3c2c(=O)[nH]c(=O)n3C)c1 (stereo unspecified),-5,-3,1,·,0.2,42,-11,8,-12

# Additional results follow.
SMILES,Ecoli WT expand,PLK1 kinase inh,VCAM1 TNFa inh,sEH inhibitor,DAT uptake mod,F-actin modifier,HUVEC tox TNFa,PLK1 PBD inh,IL1B cytotox
O=C(/C=C/N1CCOCC1)c1cc2ccccc2o1,6,1,-6,13,0.79,10,-16,-18,4
CCCCCCSC1=C(C#N)C(=O)NC2(CCCCC2)S1,·,-13,7,10,0.99,1,·,0,-9
Cc1ccnc(N2CCC(C(=O)NCc3ccc4c(c3)OCO4)CC2)n1,-4,-12,11,23,-0.23,-7,-11,0,8
CN(C)/C=C1\C=C(c2ccccc2)OC1=O,13,-12,19,6,0.033,-11,-15,-8,-33
CS(=O)(=O)Nc1cccc2cccnc12,21,5,6,2,-1.7,25,-6,-13,2
COC(=O)CSc1nnc(CNc2nc(-c3ccccc3)cs2)n1C,·,-13,13,4,0.066,4,-5,-15,-24
O=C(Cn1ccc2ccccc2c1=O)NCC1COc2ccccc2O1 (stereo unspecified),-4,-8,-8,-4,-0.54,-11,1,-4,-8
Nc1cc(C(F)(F)F)ccc1C(=O)O,-6,-17,12,-10,-0.59,-23,-10,10,16
S=c1nc(C2CC2)[nH]c2ccccc12,9,-16,16,10,-0.079,0,-13,-4,-18
CC(=O)Nc1ccc2c(c1)CCC2=O,5,-5,-5,-6,-0.72,2,0,11,5
C=CCSc1nnc2c(n1)OC(c1ccccn1)N(C(C)=O)c1ccccc1-2 (stereo unspecified),-14,1,20,2,0.0029,5,-8,10,-31
O=C(Nc1ccccc1)c1cccnc1Nc1ccccc1,-4,-18,4,-16,-0.95,6,-9,-26,-88
Cc1cc2c(s1)c1cnn(CC(=O)NCCc3ccccc3)c(=O)c1n2C,-11,-13,13,2,1.2,28,-12,24,-3
COc1ccc(C(=O)NNC(=S)NC2CCCCC2)cc1OC,3,-8,-6,-8,-0.044,17,5,-12,-24
CCCCCCCSc1nsc(N)n1,·,-5,-3,0,1.5,7,-31,11,-22
COc1cccc(NC(=O)N2CCN(c3cccc(C)c3C)CC2)c1,-6,-7,-4,18,2,0,-9,-11,-22
COc1ccc(CNC(=O)C2CSC(=O)C2)cc1 (stereo unspecified),·,3,·,-3,0.68,·,·,-55,·
COc1cccc2cc3c(=O)oc4ccccc4c3nc12,-5,-7,25,-24,0.18,0,14,6,·
COc1cccc(-c2csc(N3CCN(C(=S)Nc4ccccc4OC)CC3)n2)c1,-19,-4,17,-6,1.1,10,3,6,-24
Cc1noc(C)c1C(=O)Nc1sc2c(c1C(N)=O)CCC2,-6,-13,9,-6,-0.3,8,-14,1,7
NC(=S)N/N=C/c1ccc(-c2cccc([N+](=O)[O-])c2)o1,-6,-13,-4,2,·,5,-7,35,16
CCCCN(C)S(=O)(=O)c1ccc(C(=O)Nc2nnc(-c3cccs3)o2)cc1,1,-20,7,7,-0.0066,·,-6,-29,-77
COc1ccc(Cl)cc1N(CC(=O)Nc1ccc2c(c1)OCCO2)S(C)(=O)=O,-4,-15,0,1,-1,5,-35,-4,-16
O=C(c1cnccn1)N(c1ccccc1)C1(C(=O)NC2CCCC2)CCCCC1,7,-3,7,1,·,-9,-7,-11,-27
CCCCOC1(c2ccccc2)NC(=S)NN=C1c1ccccc1 (stereo unspecified),8,-10,18,-1,1.4,·,10,2,7

# Part of the list above in a different format:
> COc1ccc(CNC(=O)C2CSC(=O)C2)cc1 (stereo unspecified)
  Ecoli WT expand: ·; PLK1 kinase inh: 3; VCAM1 TNFa inh: ·; sEH inhibitor: -3; DAT uptake mod: 0.68; F-actin modifier: ·; HUVEC tox TNFa: ·; PLK1 PBD inh: -55; IL1B cytotox: ·

> CCCCCCCSc1nsc(N)n1
  Ecoli WT expand: ·; PLK1 kinase inh: -5; VCAM1 TNFa inh: -3; sEH inhibitor: 0; DAT uptake mod: 1.5; F-actin modifier: 7; HUVEC tox TNFa: -31; PLK1 PBD inh: 11; IL1B cytotox: -22

# Other compounds.
SMILES,Ecoli WT expand,PLK1 kinase inh,VCAM1 TNFa inh,sEH inhibitor,DAT uptake mod,F-actin modifier,HUVEC tox TNFa,PLK1 PBD inh,IL1B cytotox
CN(C)c1nc(N)nc(CSc2nnnn2-c2ccc(C(=O)O)cc2)n1,-3,-3,6,4,0.00012,3,-21,-35,-12
COc1ccc(-c2cc(C(=O)OCC(=O)N3CCCC3)c3ccccc3n2)cc1,-20,-2,-21,-5,1.5,-21,12,-8,8
COC(=O)c1ccc(C(=O)OC)c(NC(=O)CSc2nnc(-c3ccccc3Cl)o2)c1,·,-36,-4,-20,1.7,-1,-4,-1,-127
CCOc1cc(NS(C)(=O)=O)c(OCC)cc1NC(=O)c1cccs1,1,-21,-28,-11,-1.1,6,9,9,6
COc1ccccc1-c1noc(-c2cccnc2)n1,-7,1,11,-3,0.38,11,-9,-14,-30
CCOC(=O)c1cccc(NC(=O)CN(c2ccc(C)cc2)S(=O)(=O)c2c(C)noc2C)c1,-17,2,12,4,1.7,-4,8,6,8
CCC(c1nnnn1Cc1ccco1)N1CCC(C(N)=O)CC1 (stereo unspecified),4,-14,12,4,-0.58,3,-13,-21,-19
Cc1ccc(Sc2c(C#N)c(-c3ccccc3)nn2C)cc1,-11,-7,6,6,0.098,-21,4,-43,6
COCCCn1c(SCc2ccc(OC)cc2)nc2cc(OC)c(OC)cc2c1=N,-2,-12,13,0,-0.53,23,-5,-4,3
CNC(=O)c1cc2cc(OC)ccc2n1CCN(Cc1ccccc1)Cc1ccccc1,-3,-7,16,-5,0.012,-4,-6,-4,-119
CCOC(=O)c1nnn(CC(=O)Nc2cccc(OC)c2)c1C(=O)OCC,3,-7,-26,8,-0.44,15,-3,-12,-6
CN(C)S(=O)(=O)c1ccc(-c2cn3ccccc3n2)cc1,-11,-7,10,-12,0.85,·,-57,14,-12
O=c1c(-c2ccc(F)cc2)coc2c3c(ccc12)OCCO3,1,-6,-1,-8,-0.18,-3,-2,-12,-24
CN1CCN(c2nc3c(c(=O)[nH]c(=O)n3C)n2CCCSc2ncccn2)CC1,-6,-17,3,·,0.75,4,-4,17,17
OCCOCCNc1ncnc2c1cnn2-c1ccc(Cl)cc1,-6,-16,·,-8,2.4,·,·,-7,5
O=c1[nH]c(CN2CCN(c3ccccc3O)CC2)nc2ccccc12,-3,0,-2,10,1.1,-15,-41,23,-14

# Copied from the list.
# `O=c1[nH]c(CN2CCN(c3ccccc3O)CC2)nc2ccccc12` in HUVEC tox TNFa reads -41
# `COc1ccc(-c2cc(C(=O)OCC(=O)N3CCCC3)c3ccccc3n2)cc1` in F-actin modifier reads -21
# `CCOC(=O)c1cccc(NC(=O)CN(c2ccc(C)cc2)S(=O)(=O)c2c(C)noc2C)c1` in sEH inhibitor reads 4

# Filtered by structure: those above with fluorine.
SMILES,Ecoli WT expand,PLK1 kinase inh,VCAM1 TNFa inh,sEH inhibitor,DAT uptake mod,F-actin modifier,HUVEC tox TNFa,PLK1 PBD inh,IL1B cytotox
NC(=O)c1ccc(C(F)(F)F)n(Cc2cccc(Cl)c2)c1=O,4,75*,13,3,0.12,-2,-10,24,-124
CC(C)(CCl)C(=O)Nc1ccc(Sc2ccc(F)cc2)cc1,-3,-11,-7,28,-1.5,9,-6,14,-6
COC(=O)c1ccccc1NC(=O)c1cnn2c(C(F)F)cc(C3CC3)nc12,-5,-13,-17,-25,-0.46,0,-8,-1,-91
Nc1cc(C(F)(F)F)ccc1C(=O)O,-6,-17,12,-10,-0.59,-23,-10,10,16
O=c1c(-c2ccc(F)cc2)coc2c3c(ccc12)OCCO3,1,-6,-1,-8,-0.18,-3,-2,-12,-24

# Screening data as filed in PubChem.
